Assay outcomes: PubChem, several laboratories
TLR9-MyD88 block = inhibitors of human TLR9-MyD88 binding; inhibition, % at 4.98 µM; CHO BLA complementation TLR9-MyD88, CCF4 FRET ratio; AID 504734; Q9NR96+Q99836; 0.21% of 340,000 active;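 active = inhibition above the mean over all tested compounds plus 3 SD, cut at about 21% in these data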;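 note: 0% = DMSO only wells and 100% = clavulanate BLA inhibitor control wells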
ABCB6 inh MLPCN = inhibitors of human ABC transporter ABCB6. K562-ABCB6 porphyrin accumulation, flow cytometry, 1 h; active compounds read low. AID 602162. 0.19% of 360,000 active. fluorescence ratio to DMSO, % at 10 µM;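 active = fluorescence ratio to DMSO below 75%, the collection mean minus 3 SD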;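 note: signal is porphyrin accumulated inside mitochondria; 100% equals median channel fluorescence of DMSO control wells; lower ratio means ABCB6 inhibition with less porphyrin fluorescence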
H9c2 protect = protects H9c2 cardiomyocytes from peroxide injury | H2O2 injury protection, ATPLite, 2 h | 0.63% of 360,000 active | protection from H2O2 cell death, % at 20 µM;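 active = compounds giving at least 50% protection of heart cells from peroxide-induced death in the single-dose screen, raw or plate-pattern-corrected value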;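 note: 0% = DMSO wells with peroxide and 100% = DMSO wells without peroxide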
ABHD5 PLIN5 PPI = blocks binding of human ABHD5 to perilipin-5; Split G. princeps luciferase complementation, luminescence, 4 h; Q00G26+Q8WTS1; 0.78% of 360,000 active; inhibition, % at 4 µM;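 active = inhibition above the mean inhibition across every tested compound plus 3 SD, cut at about 22% in these data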;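 note: 0% = DMSO only wells and the 100% control is not disclosed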
Target sequence (Q00G26 whole entry, looked up): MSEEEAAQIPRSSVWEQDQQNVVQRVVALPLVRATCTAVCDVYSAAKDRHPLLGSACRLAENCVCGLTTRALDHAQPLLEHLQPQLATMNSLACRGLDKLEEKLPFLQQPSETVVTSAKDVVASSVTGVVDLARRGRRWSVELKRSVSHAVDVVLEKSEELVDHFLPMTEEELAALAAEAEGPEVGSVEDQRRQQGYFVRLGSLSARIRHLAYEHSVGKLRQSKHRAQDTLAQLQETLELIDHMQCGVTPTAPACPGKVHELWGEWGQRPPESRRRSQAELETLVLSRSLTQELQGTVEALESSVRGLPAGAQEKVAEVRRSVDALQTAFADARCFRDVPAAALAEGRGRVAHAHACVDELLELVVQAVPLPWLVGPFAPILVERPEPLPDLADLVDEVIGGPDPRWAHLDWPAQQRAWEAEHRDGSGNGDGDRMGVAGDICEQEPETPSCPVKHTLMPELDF
Target sequence (Q8WTS1 whole entry, looked up): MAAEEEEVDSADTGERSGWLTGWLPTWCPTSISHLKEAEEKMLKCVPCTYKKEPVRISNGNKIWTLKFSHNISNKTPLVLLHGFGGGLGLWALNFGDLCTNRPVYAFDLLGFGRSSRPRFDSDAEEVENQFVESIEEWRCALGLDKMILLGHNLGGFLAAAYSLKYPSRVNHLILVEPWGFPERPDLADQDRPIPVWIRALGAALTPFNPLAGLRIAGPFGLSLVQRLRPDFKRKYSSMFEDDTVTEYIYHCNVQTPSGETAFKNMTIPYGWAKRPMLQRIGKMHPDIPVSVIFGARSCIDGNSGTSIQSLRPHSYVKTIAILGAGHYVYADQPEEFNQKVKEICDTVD
NCOA2 inhibitor = inhibits human steroid receptor coactivator 2; inhibition, % at 9 µM; HEK293 GAL4-SRC2 luciferase reporter, luminescence; 0.17% of 370,000 active;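 active = inhibition above the mean inhibition of all tested compounds plus 3 SD, set per campaign, cut at about 52% in these data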;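 note: 0% = DMSO treated cells and 100% = cells given Gossypol at 36 µM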
MC4R barr agon = agonists of human melanocortin 4 receptor (MC4R) beta-arrestin | P32245 | U2OS MC4R beta-arrestin complementation, luminescence; percent of melanotan II response, DMSO zero | activation, % at 8.9 µM | 0.98% of 360,000 active | AID 540308;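 active = activation above a per-plate cutoff, the mean activation of sample wells on that plate plus 3 SD, cut at about 8% in these data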
NOD2 RIPK2 PPI = blocks binding of human NOD2 to RIPK2. 0.38% of 360,000 active. inhibition, % at 4.98 µM. CHO BLA complementation NOD2-RIPK2, CCF4 ratio. AID 624267; in the data active = inhibition above about 21%;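 note: 0% = vehicle only and 100% = reference blocker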
N-glyco inh = N-linked glycosylation inhibition | D54 ERlucT glycosylation luciferase reporter, 24 h; percent of 100 nM tunicamycin response | reporter increase, % at 12.5 µM | 0.23% of 360,000 active;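 active = mean luciferase reporter signal, scaled so untreated is 0 and the glycosylation-blocking control 100, at or above a set limit in every replicate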;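 note: luciferase carries N-glycosylation sites so blocking glycosylation raises the light; 0% = median of neutral control wells and 100% = median of 100 nM tunicamycin wells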
MC4R antag cAMP = human MC4R antagonism in cAMP assay. P32245. MC4R-expressing cells, MTII-stimulated cAMP, LANCE TR-FRET. inhibition, % at 6.5 µM. 0.48% of 360,000 active;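 active = inhibition above its plate's cutoff, the mean of tested wells on that plate plus 3 SD, cut at about 29% in these data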;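 note: 0% = Melanotan II alone and 100% = Melanotan II plus saturating MCL0020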
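System: U2OS cells stably expressing human melanocortin 4 receptor (MC4R). Reagent: Melanotan II challenge after compound preincubation. Doses: 6.5 µM. Times: 30-min compound, 1-h challenge, 1-h detection, room temperature. Measured by: TR-FRET with Eu-cAMP and labeled anti-cAMP, 671 nm. Replicates: singlicate.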
HTR2A ag = agonists of mouse serotonin 5-HT2A receptor (HTR2A); activation, % at 7.6 µM; P35363; CHO-K1 mHTR2A beta-arrestin complementation, luminescence; percent of 30 µM serotonin response; 0.66% of 360,000 active; AID 624169;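 active = activation above a run cutoff, the mean activation of all tested compounds plus 3 SD, cut at about 14% in these data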;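 note: 0% = plate median of compound wells and 100% = 30 µM serotonin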
* hit, by the source's call; . = no result given; & = joins results of further samples.

SMILES	TLR9-MyD88 block	ABCB6 inh MLPCN	H9c2 protect	ABHD5 PLIN5 PPI	NCOA2 inhibitor	MC4R barr agon	NOD2 RIPK2 PPI	N-glyco inh	MC4R antag cAMP	HTR2A ag
COc1ccc(C)cc1NC(=O)C(=O)NCc1ccncc1	-47	102	2	0	0	-0.1	-10	3	2	-1
O=C(CSCc1ccc(Cl)cc1)Nc1ccccc1O	-10	104	-7	0	-15	-2.7	-2	1	19	-1
O=C1Nc2ccccc2N(O)N1c1cc(-c2ccc(Cl)cc2)[nH]n1	-3	103	-4	7	-37	-0.7	-4	-2	-4	1
COc1ccc2c(c1)O[C@@]1(CCCC[C@@H]1C)CC2=O	-11	96	4	13	-4	-1.0	-2	-2	2	4
Cc1onc(-c2ccccc2)c1C(=O)N1CCCSC1=Nc1ccccc1	-3&-6	97&86	4&2	10&1	-32&-16	1.3&-2.1	8&9	2&-3	-8&9	0&-1
CCN(CC)c1ccc(C=C(c2nnnn2-c2ccc(C)cc2)c2nnnn2-c2ccc(C)cc2)cc1	19	120	-5	7	17	-1.1	22*	-3	-7	-6
Cc1ccc(NC(=O)CCOc2ccccc2)c(C)c1	5	100	-4	7	.	-0.9	-2	1	1	4
Cc1cccc(N2C(=O)CN(Cc3sccc3C)C2=S)c1	2	100	2	7	4	0.8	-1	0	-4	2
COc1cccc(C2CC(c3cccs3)=NN2S(C)(=O)=O)c1OC (centres undefined)	0	120	-10	8	-5	6.8	-6	-1	3	2
CCN(CC(=O)Nc1ccc2c(c1)OCCO2)C(=O)C1CC(=O)N(c2ccc(OC)cc2OC)C1 (centres undefined)	4	95	-2	9	3	-2.7	2	0	-1	0
COc1ccc(-c2c(-c3ccsc3)oc3ccc(N4CCOCC4)cc23)cn1	-5	100	-5	8	-22	-0.3	-8	2	10	2
Cc1cc(NC(=O)CSc2nncn2-c2ccccc2)no1	0	86	8	-6	-7	0.7	-3	1	-2	8
O=C(CCc1ccccc1)n1nc(-c2ccco2)nc1SCc1ccccc1	-10	105	-28	-1	-38	-2.0	-9	0	1	1
O=C(Nc1cnc2ccccc2c1)c1ccncc1	-8	96	6	-3	-29	0.4	-6	-7	6	4
COc1ccc(S(=O)(=O)N2CCCCC2c2cc(C(=O)Nc3ccccc3Cl)no2)cc1 (centres undefined)	.	94	-11	-6	25	0.0	5	1	10	1
COc1ccc(N2CCN(c3nc4c(C)cccn4c(=O)c3C=C(C#N)C#N)CC2)cc1	1	95	-6	0	-14	-0.9	-11	4	10	1
CCc1cc(Cn2nc(-c3ccccc3)cc2C(=O)NCCOC)on1	9	99	3	-2	-1	-0.4	-10	2	10	2
O=S(=O)(c1ccc(-c2n[nH]c(=S)o2)cc1)N1CCCC1	-1	103	3	-2	18	-1.4	9	2	-1	11
CCN(CC(=O)Nc1ccc(OC)cc1)C(=O)CSCC(=O)Nc1ccc(C)cc1	-7	105	-2	-8	1	-0.8	-4	-3	-2	0
COc1ccc(SC[C@H](Cc2ccccc2)N2CC[C@@H](C)CCC2=O)cc1	0	97	-8	5	-4	3.6	-3	-5	9	3
CC(=O)c1ccc(NC(=O)CSc2nnc(NC(=O)c3ccco3)s2)cc1	2	101	-10	4	.	-2.8	4	-1	-1	10
Cc1c(C(=O)Nc2nc(-c3ccccn3)cs2)oc2ccccc12	-13	100	54*	2	.	-1.8	3	-6	3	1
COc1cc(C(=O)N/N=C/c2sc(N3CCOCC3)nc2-c2ccccc2)cc(OC)c1OC	-2	82	66*	0	5	0.8	-3	1	16	1
Cc1onc(-c2c(Cl)cccc2Cl)c1C(=O)NCCN1CCOCC1	-8	95	4	1	13	-1.5	-1	1	1	3
COc1cc2nc(CN(C)Cc3ccc(F)cc3)[nH]c(=O)c2cc1OC	3	97	14	-2	13	-1.3	-3	3	15	4
Cc1cc(C)c(S(=O)(=O)NCC(=O)NCc2ccco2)c(C)c1	10	96	6	3	15	-3.5	-7	-1	-4	2
Cc1cccc(-c2ccc(NC(=O)C3CCN(CC4CC4)CC3)cc2)c1	6	100	6	9	4	0.2	-5	-4	-6	-5
Cc1cc(N2CCCC2=O)cc(C)c1S(=O)(=O)NCCOc1ccccc1	-4	100	0	1	13	-2.6	4	-1	11	-2
O=C(NCCc1nc2ccccc2[nH]1)c1ccc(Br)o1	-5	102	-1	13	-6	0.4	2	2	11	-11
COc1ccccc1C(=O)NCC(=O)OCC(=O)c1ccc2c(c1)-c1ccccc1C2	-7	95	0	11	3	7.4	-42	0	-6	6
COc1cccc(NC(=O)CN(C)C(=O)CN2C(=O)NC(C)(c3ccc(C)cc3)C2=O)c1 (centres undefined)	-29	106	1	-9	2	0.3	-7	2	4	5
CCCN1CCN(CCCNC(=O)CCCn2nc(C)c3sc4ccccc4c3c2=O)CC1	3	90	3	6	-5	-0.2	-4	-2	2	-4
CCOC(=O)C1CCN(S(=O)(=O)c2cccc(-c3csc(C)n3)c2)CC1	6	107	-10	3	19	0.9	-9	0	-3	7
NC(=O)CSc1nc2ccccc2n1Cc1ccccc1	8	104	0	3	17	-0.8	2	-1	-1	0
CCOC(=O)C1=C(CSc2nccn2C)NC(=O)NC1c1cc(C)ccc1C (centres undefined)	10	83	12	1	-31	1.9	0	-2	-5	0
O=C(CNc1ccc2ccccc2c1)N/N=C/c1ccc(C(=O)O)cc1	-3	116	-8	6	-39	-0.3	-2	1	-4	-1
Nc1ccccc1-c1ccc(Cl)cc1	-6	97	-2	-5	-34	0.3	-2	2	6	-1
CCOC(=O)C1CCCN(C(=O)C(=O)c2cn(CC(=O)N3CCOCC3)c3ccccc23)C1 (centres undefined)	-10	100	0	-7	-18	-3.4	-1	1	16	1
COc1ccc(/C=C2\SC(=S)N(C(Cc3ccccc3)C(=O)O)C2=O)cc1 (centres undefined)	-2	99	-4	-9	-4	-2.1	5	3	3	-1
O=C(c1ccco1)N1CCN(C2CC(=O)N(c3ccc(C(F)(F)F)cc3)C2=O)CC1 (centres undefined)	2	100	-6	4	10	0.2	-8	3	1	10
O=C(Cn1c(=O)c2c(ncn2C2CCCC2)n(Cc2ccccc2)c1=O)N1CCc2ccccc21	-4	92	2	6	-8	-0.3	-9	5	4	7
N#Cc1cc2c([nH]c1=S)CCCCCC2	6	97	6	-6	-10	3.0	-9	-1	-6	2
O=C(NC1(C(F)(F)F)NC(=O)N(c2ccc(F)cc2)C1=O)c1ccncc1 (centres undefined)	7	91	-3	-2	11	-1.7	3	-1	8	1
CC1NC(=O)c2cc3ccccc3cc2-n2c1nc1cc(Cl)ccc1c2=O (centres undefined)	3	101	12	-9	-34	1.3	-1	5	-4	1
CC(C)(C)OCC(NC(=O)C(CC(N)=O)NC(=O)OC(C)(C)C)C(=O)OC(C)(C)C (centres undefined)	2	80	-1	4	-9	-1.3	3	-1	3	0
Cc1cccc(NC(=O)C2COc3ccccc3O2)c1 (centres undefined)	-10	96	2	2	-38	-1.1	-4	0	0	13
CCc1nnc(NC(=O)CSc2nnc(-c3ccccc3O)o2)s1	-15	97	11	-2	-52	1.8	-4	0	-6	2
COc1ccc(/C=N/NC(=O)c2ccccc2OC)cc1COc1ccccc1[N+](=O)[O-]	1	96	33	10	-14	1.9	-5	0	1	5
COc1ccc(CC(=O)Nc2ccc(N3CCCC3)c(C)c2)cc1	-4	98	-2	-1	-5	-1.3	-4	1	-1	-2
COc1ccc(C(=O)N2CCC(C(=O)N3CCN(c4ccccc4)CC3)CC2)cc1	-8	102	7	3	13	-5.2	-8	1	6	2
C=CCn1c(=O)c2ccccc2n2c(SCC(=O)NC(C)C)nnc12	-3	101	5	-3	-2	1.4	4	-1	23	-1
COc1ccccc1N1CCN(CCC(=O)Nc2cccc(Cl)c2)CC1	5	98	4	1	27	0.8	-6	0	-2	-4
Cc1ccc(S(=O)(=O)N2CCOCC2)c(C)c1NS(C)(=O)=O	-4	106	8	0	12	-1.5	-9	3	19	-1
CSc1ccc(CN(C)Cc2nc3ccccc3c(=O)[nH]2)cc1	-2	99	8	2	-7	-1.4	-14	-2	4	3
Cc1ccccc1OCCn1nc(C(=O)O)c2ccccc2c1=O	-2	93	21	2	-10	-1.1	-1	0	-12	-5
Cc1ccc(C(c2c(O)nc3n(c2=O)CCS3)c2c(O)nc3n(c2=O)CCS3)cc1	3	98	1	13	3	0.0	-3	1	1	0
CCOC(=O)CCNC(=O)N1CCCC(C(=O)c2cccc(OC(C)C)c2)C1 (centres undefined)	2	99	8	2	18	-1.4	-15	1	2	-4
CCN1CCN(Cc2ccc(NC(=O)c3ccc(C)c(NC(=O)c4cccc(-c5cn[nH]c(=O)c5)c4)c3)cc2C(F)(F)F)CC1	4	95	8	15	.	-0.6	-14	-4	4	-9
COc1cc2c(cc1OC)C(c1ccc(C)o1)CC(=O)N2 (centres undefined)	-1	98	12	14	-40	1.9	2	0	1	1
O=C(NCc1ccccc1)C1(CC2CC(c3ccccc3)=NO2)CCNCC1 (centres undefined)	-1	100	5	0	-3	-1.3	-7	-6	6	0

Record cards (already shown). Values in the order: TLR9-MyD88 block | ABCB6 inh MLPCN | H9c2 protect | ABHD5 PLIN5 PPI | NCOA2 inhibitor | MC4R barr agon | NOD2 RIPK2 PPI | N-glyco inh | MC4R antag cAMP | HTR2A ag
`CCN1CCN(Cc2ccc(NC(=O)c3ccc(C)c(NC(=O)c4cccc(-c5cn[nH]c(=O)c5)c4)c3)cc2C(F)(F)F)CC1` is listed with 4 | 95 | 8 | 15 | . | -0.6 | -14 | -4 | 4 | -9
`O=C(Cn1c(=O)c2c(ncn2C2CCCC2)n(Cc2ccccc2)c1=O)N1CCc2ccccc21` is listed with -4 | 92 | 2 | 6 | -8 | -0.3 | -9 | 5 | 4 | 7

(listing goes on)
SMILES	TLR9-MyD88 block	ABCB6 inh MLPCN	H9c2 protect	ABHD5 PLIN5 PPI	NCOA2 inhibitor	MC4R barr agon	NOD2 RIPK2 PPI	N-glyco inh	MC4R antag cAMP	HTR2A ag
CCOc1ccccc1NC(=O)CSc1n[nH]c(N)n1	1	86	5	0	15	-3.1	-5	0	15	0
Cc1ccc(N(C)C(=O)N2CCN(S(=O)(=O)c3ccc(C)cc3)CC2)cc1	0	96	4	10	-8	1.4	-3	-5	9	-6
CCn1nc(C)cc1C(=O)N1CCCC(C(=O)c2cccc(OC)c2)C1 (centres undefined)	6	98	-6	2	7	-2.2	-8	3	0	-3
Cn1c(COc2ccccc2)nnc1SCCC(=O)Nc1ccccc1	-4	96	-5	3	-1	-0.7	-11	-1	0	-3
CC(C)Cc1nnc(NC(=O)CCC(=O)N2CC(C)CC(C)C2)s1 (centres undefined)	-5	95	-4	-6	1	-1.9	-3	-1	6	6
O=C(NCC(=O)N1CCN(c2ncccn2)CC1)c1ccccc1F	-4	98	8	0	-48	1.7	10	0	9	3
O=C1CC(N2CCN(c3ccc(F)cc3)CC2)C(=O)N1Cc1cccs1 (centres undefined)	2	92	5	0	2	-1.0	3	0	1	5
COc1ccc(Cc2nc(-c3cccs3)no2)cc1OC	2	101	-9	-1	-31	-1.5	2	-2	-2	-10
Cc1ccc(C(=O)OCC(=O)Nc2ccc(N3CCOCC3)cc2)cc1	-1	101	-4	-4	-6	-1.1	-1	1	-4	1

The list is partial; the hit share may differ from the screen's.
